# PERK inhibitor = block of dimerizer-induced PERK translation repression, primary screen, PERK inhibitor project, CHO PERK-DD cells, SEAP luminescence, HTS; Eukaryotic translation initiation factor 2-alpha kinase 3 (Homo sapiens), Q9NZJ5; CHO PERK-DD fusion, SEAP luminescence translation reporter; inhibition, % at 5.6 µM; 220,000 compounds, 0.17% hits; AID 1416, 2008;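 active means inhibition above the mean inhibition of all tested compounds plus 3 SD, set separately per screening campaign, cut at about 2.9% in these data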;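 further: PERK kinase domain activated by AP20187 dimerizer at 100 nM; 0% = DMSO with dimerizer and 100% = rapamycin at 8.4 µM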
# Target sequence (Q9NZJ5 whole entry, looked up, the tested form may be a part): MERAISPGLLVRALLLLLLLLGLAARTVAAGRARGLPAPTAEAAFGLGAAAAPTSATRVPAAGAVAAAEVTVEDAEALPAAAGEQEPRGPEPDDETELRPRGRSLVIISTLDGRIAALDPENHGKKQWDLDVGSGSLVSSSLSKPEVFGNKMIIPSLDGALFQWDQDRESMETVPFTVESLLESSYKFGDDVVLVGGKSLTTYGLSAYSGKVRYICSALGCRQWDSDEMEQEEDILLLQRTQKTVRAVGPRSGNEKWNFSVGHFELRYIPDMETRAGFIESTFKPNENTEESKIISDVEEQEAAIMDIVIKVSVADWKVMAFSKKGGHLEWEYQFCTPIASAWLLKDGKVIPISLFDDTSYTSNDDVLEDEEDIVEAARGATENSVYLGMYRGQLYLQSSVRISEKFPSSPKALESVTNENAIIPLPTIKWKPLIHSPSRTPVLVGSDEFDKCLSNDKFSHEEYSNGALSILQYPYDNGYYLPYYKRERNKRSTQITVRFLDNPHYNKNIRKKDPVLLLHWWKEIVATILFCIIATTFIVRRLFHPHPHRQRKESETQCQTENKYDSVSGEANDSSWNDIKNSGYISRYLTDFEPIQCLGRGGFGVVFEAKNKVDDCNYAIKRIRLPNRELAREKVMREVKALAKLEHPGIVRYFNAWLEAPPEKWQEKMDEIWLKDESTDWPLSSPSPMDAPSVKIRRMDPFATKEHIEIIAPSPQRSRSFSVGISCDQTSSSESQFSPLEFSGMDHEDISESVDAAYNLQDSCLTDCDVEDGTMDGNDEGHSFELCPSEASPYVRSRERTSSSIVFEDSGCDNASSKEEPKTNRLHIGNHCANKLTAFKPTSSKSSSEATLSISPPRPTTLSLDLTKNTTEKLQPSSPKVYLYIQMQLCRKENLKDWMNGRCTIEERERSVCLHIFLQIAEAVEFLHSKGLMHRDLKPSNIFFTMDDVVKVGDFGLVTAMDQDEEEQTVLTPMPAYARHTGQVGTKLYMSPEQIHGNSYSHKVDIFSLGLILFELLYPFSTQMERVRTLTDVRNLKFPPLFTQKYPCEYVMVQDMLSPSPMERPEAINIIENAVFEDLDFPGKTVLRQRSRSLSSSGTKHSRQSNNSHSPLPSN
# Wee1 degr inh = Wee1 degradation inhibitors, primary screen, cell-based, HeLa, Wee1K328M-luciferase, luminescence; reporter increase, % at 5 µM; Wee1-like protein kinase (Homo sapiens), P30291; AID 1321, 2008; HeLa Luc-Wee1K328M stability; 100% = proteasome inhibitor MG132 effect; 220,000 compounds, 1.2% hits;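 active means activation above the mean of all tested compounds plus 3 SD, set per screening run, cut at about 8.8% in these data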;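 further: cells exposed to compound for 20 h before luminescence read; 0% = DMSO alone and 100% = MG132 at 30 µM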
# FXIIa inh 1536 = human FXIIa protease inhibitors, primary screen, biochemical, 1536-well; Coagulation factor XII (Homo sapiens), P00748; purified FXIIa, Boc-QGR-AMC fluorogenic substrate, 2 h; inhibition, % at 5 µM; 220,000 compounds, 0.3% hits; in the data active means inhibition above about 40%;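 further: 0% = enzyme with no compound and 100% = blank without enzyme; many of its hits are not listed in these tables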
# Furin inhibitor = human furin inhibitors, primary screen, biochemical, fluorescence intensity; P09958; purified furin, fluorogenic substrate cleavage; inhibition, % at 30 µM; 220,000 compounds, 0.061% hits; in the data active means inhibition above about 25%; further: inactives centre near -15
# KLK5 inh = human KLK5 protease inhibitors, primary screen, biochemical, 1536-well. recombinant hK5, fluorogenic AMC substrate cleavage. Kallikrein-5 (Homo sapiens), Q9Y337. inhibition, % at 5 µM. AID 873, 2007. 210,000 compounds, 0.59% hits;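 active means inhibition of 40% or more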;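 further: 0% = enzyme controls without compound and 100% = no-enzyme blanks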
# thrombin 1536 = human alpha-thrombin inhibitors, primary screen, counter-screen for coagulation protease inhibitor project, biochemical, 1536-well, fluorogenic AMC substrate; Prothrombin (Homo sapiens), P00734; Boc-VPR-AMC fluorogenic substrate cleavage; inhibition, % at 5 µM; 220,000 compounds, 0.26% hits;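 active means inhibition at or above 40%; inactive means inhibition below 40%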;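 further: 0% = enzyme with no compound and 100% = wells without enzyme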
#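 Material: human alpha-thrombin enzyme / Medium: pH 7.5 Tris (50 mM) with NaCl 150 mM, Tween 20 0.05% / Compound: single-point dosing at 5 µM, 0.2% DMSO / Incubation: enzyme reaction carried out at room temperature / Detection: AMC fluorescence, 355/460 nm / Read-out basis: percent inhibition scaled between no-compound controls and no-enzyme blanks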
# FXIa inh = human FXIa protease inhibitors, primary screen, biochemical, 1536-well. Coagulation factor XI (Homo sapiens), P03951. purified FXIa, Boc-Glu-Ala-Arg-AMC fluorogenic substrate. inhibition, % at 5 µM. 220,000 compounds, 0.14% hits;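 active means inhibition of at least 40%; inactive means inhibition below 40%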;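 further: fluorescence of freed AMC excited at 355 nm; 0% = enzyme without compound and 100% = no enzyme blank; many of its hits are not listed in these tables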
# KCC2 mod = KCC2 cotransporter modulators, thallium flux, primary screen, cell-based, HEK293 KCC2, FluoZin-2 fluorescence, MLSMR. Solute carrier family 12 member 5 (Homo sapiens), Q9H2X9. KCC2 cells, thallium flux FluoZin-2 fluorescence. B-score of Tl+ flux slope (higher = more flux/activation; lower = inhibition) at 10 µM. 190,000 compounds, 2.2% hits. AID 1456, 2008;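 active means thallium flux slope and its plate-corrected score both differing from the plate sample mean at a set confidence after two filtering rounds, in either direction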;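 further: slope of fluorescence scaled to starting intensity during 10 to 20 s after thallium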
# p97 inhibitor = inhibitors of human p97 ATPase, primary screen, biochemical; recombinant p97 ATPase, Kinase-Glo ATP luminescence, 3 h; inhibition, % at 8 µM; 220,000 compounds, 0.42% hits; AID 1481, 2009; in the data active means inhibition above about 15%;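 further: 0% = DMSO vehicle and 100% = wells lacking enzyme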
# * hit, by the source's call; x = not tested or not shown; [ ] = dose if it differs, or a comment.
compound	thrombin 1536	Wee1 degr inh	FXIa inh	Furin inhibitor	p97 inhibitor	KLK5 inh	KCC2 mod	FXIIa inh 1536	PERK inhibitor
O=C(COC(=O)Cn1c(C(F)(F)F)nc2ccccc21)Nc1ccc2c(c1)OCCO2	1	0	-10	-19[20 µM]	-5	13	x	18	2.7
Cc1cc(C)n2nc(C(=O)NCc3cccc(C(F)(F)F)c3)nc2n1	-3	-1	0	-16	-1	13	x	9	0.1
COc1ccccc1NC(=O)C1=C(C)NC(=O)NC1c1cccs1 (stereo unspecified)	-7	-1	0	-16	5	-6	0.56	6	0.0
COc1ccc(NC(=O)CCC(=O)N/N=C/c2ccncc2)cc1	1	-3	-1	-10	1	1	0.39	18	1.2
COC(=O)c1c(NC(C)=O)sc(Cc2ccccc2)c1C	6	2	8	-1[20 µM]	-12	-18	x	22	-1.1
CCn1c(=O)cc(N2CCC3(CC2)OCCO3)[nH]c1=O	-3	-2	1	-32	3	1	x	9	0.7
COC(=O)c1ccccc1NS(=O)(=O)c1ccc(O)c(C(=O)O)c1	-7	1	-11	-17	6	7	0.75	-4	0.4
CCC(=O)Nc1cnc(NC(=O)c2cccc(F)c2)cc1C	-5	2	-2	-13[20 µM]	-4	12	-0.33	2	0.2
COc1cc([C@@H]2c3cc4c(cc3[C@@H](O)[C@H]3COC(=O)[C@H]23)OCO4)cc(OC)c1O[Si](C)(C)C(C)(C)C	-2	x	-1	-20	x	1	1	5	x
Cc1ccc(C)c(OCC(O)CN2CCN(CCN3C(=O)c4cccc5cccc(c45)C3=O)CC2)c1 (stereo unspecified)	1	2	8	-7	-5	-9	0.47	12	-0.9
COc1cc(OC)c(OC)cc1/C=C1/C(=O)N=C(N)N1C	-4	-4	-9	-7	2	-9	0.48	1	0.3
O=C(O)CN1C(=O)SC(Nc2ccccc2C(=O)O)C1=O (stereo unspecified)	0	-3	3	-22[20 µM]	2	2	0.47	16	0.9
CCc1ccc(NC(=O)c2cc(-c3ccc(OC)cc3)on2)cc1	3	3	-5	-3[20 µM]	2	-25	0.45	-3	2.4
COc1cccc2c(=O)cc(C)n(CC(=O)Nc3ccc(C)c(C)c3)c12	-3	-3	-23	-10[20 µM]	-8	4	-0.15	10	-0.9
O=c1oc2ccccc2c(N2CCCC2)c1CN1CCCC1	4	3	5	-10[20 µM]	-2	-4	0.57	16	-0.6
CCOC(=O)C(C)Sc1nnc(-c2ccccc2O)n1-c1ccc(C)cc1 (stereo unspecified)	-1	1	-3	-21	1	-30	-1.9	8	-0.6
Cc1cccc2c(=O)cc(C(F)(F)F)[nH]c12	-8	0	0	-11	9	5	-0.33	3	1.1
CCC(c1nnnn1C(C)(C)C)N(Cc1ccco1)Cc1cc2cccc(C)c2[nH]c1=O (stereo unspecified)	-1	-1	1	4[20 µM]	-1	-1	x	10	-0.8
Cc1nc2sccc2c(=O)n1-c1cccc(Cl)c1	0	-2	-4	-12[20 µM]	-1	-19	x	2	-0.4
O=C1CSC(c2ccccc2[N+](=O)[O-])N1c1ccc(O)cc1 (stereo unspecified)	-2	4	2	-37	2	x	2	11	0.7
Cc1ccc(O)c(C2=NOC(O)(C(F)(F)F)C2)c1 (stereo unspecified)	-1	0	6	-18[20 µM]	-1	-8	0.53	14	1.7
CCOc1ccc(C)cc1-n1nc2ccccc2n1	-3	1	0	-11[20 µM]	4	1	-0.082	7	1.1
Cc1ccc(N(CC(O)CN2C(=O)NC(C)(C)C2=O)S(=O)(=O)c2ccc(C)cc2)cc1 (stereo unspecified)	12	13*	34	11	-5	31	-0.46	49*	-1.3
COc1cc(C(=O)NCc2nnc(SCC(=O)N3CCc4ccccc43)o2)cc(OC)c1OC	3	-2	-6	-20[20 µM]	6	12	-2.1	9	0.5
COc1ccc(C(C(=O)Nc2ccc3c(c2)OCO3)N(C)C(=O)Cc2c[nH]c3ccccc23)cc1 (stereo unspecified)	-9	-1	-2	-19	2	-24	-1.6	3	-1.3
COc1cc(NC(=O)C2=C(N3CCOCC3)/C(=C/c3ccc(Cl)cc3)CC2)cc(OC)c1OC	-5	-4	5	-26	1	-4	0.39	5	0.3
O=C(NCC1CCCO1)C(c1ccc(N2CCOCC2)cc1)N(C(=O)Cn1nnc2ccccc21)c1ccccc1F (stereo unspecified)	6	-4	-2	-23	1	-7	1.2	4	-0.2
COc1cc(OC)c2ccc(=O)oc2c1C(CC(=O)N1CCCC1)c1ccc2c(c1)OCO2 (stereo unspecified)	-9	x	-6	-14	x	-5	-1.2	0	x
CC1CCN(C(=O)Cn2cc(C(=O)c3ccco3)c3ccccc32)CC1	-2	3	-3	-14	1	-9	-0.51	3	-0.9
CCOC(=O)C1=C(C)NC(C)=C(C(=O)OCC)C1C(=O)OCC(=O)N(C)C	1	5	1	-22	3	3	-0.022	13	1.6
COc1cccc(C2=NOC(C(=O)Nc3ccc(C(C)=O)cc3)C2)c1 (stereo unspecified)	-1	-2	3	-23[20 µM]	1	3	-0.19	9	0.4
Cc1ccccc1Cn1c(=O)n(CCC(=O)NCc2ccc3c(c2)OCO3)c(=O)c2ccccc21	0	-1	5	-6[20 µM]	2	0	-0.069	6	0.1
COc1cccc(OCCCN2CCCCCC2)c1	-9	0	-1	-17	3	-6	0.3	4	-0.2
CCCNC(=O)CNC(=S)N(Cc1ccccc1F)C1CCCCC1	-6	2	-4	-13	-6	-4	1	8	0.4
O=C(Nc1ccc(O)cc1)C1CC=CCC1 (stereo unspecified)	1	-3	6	-28	3	-4	0.44	12	1.0
COc1ccc(NC(=O)CN2CCC(NC(=O)C3CCCCC3)CC2)cc1	2	15*	9	-24	3	-4	x	15	-0.2
CCC(C)n1c(SCc2ccc([N+](=O)[O-])cc2)nc2ccsc2c1=O (stereo unspecified)	-1	-3	5	-9	1	-2	-2.7	12	-0.3
Cc1ccccc1NC(=O)C1CCCN1S(=O)(=O)c1cccc2cccnc12 (stereo unspecified)	-3	-2	7	-23	2	-2	x	13	-0.8
COC(=O)n1c(=S)oc2cc(Cl)ccc21	3	-1	-7	-11[20 µM]	3	-38	3*	3	1.4
COc1ccccc1OCCN(C#N)c1nc(N(C)C)nc(N(C)C)n1	-4	-1	-3	-29	1	0	-0.62	8	0.2
O=C(NCCCCc1ccccc1)C12CN(Cc3ccccc3)CC1C(c1ccc([N+](=O)[O-])cc1)=NO2 (stereo unspecified)	-8	4	2	2[20 µM]	1	-19	-0.036	3	-1.3
O=C(CCS(=O)(=O)c1ccccc1)Nc1ccccc1F	-1	0	1	-19	-3	5	-1.3	7	0.8
Fc1ccc(/C=N/c2c(-c3ccc(F)cc3)nc3n2CCS3)cc1	12	-2	15	-16[20 µM]	-3	8	0.49	18	-0.1
CCN(C(=O)CSc1nnc(-c2ccccc2)o1)c1c(N)n(Cc2ccccc2)c(=O)[nH]c1=O	3	-1	2	-13	5	-10	0.96	20	2.4
O=C(Nc1nnc(-c2cccc(F)c2)s1)Nc1ccccc1F	-6	-3	-6	-16	3	-5	3.8*	3	0.5
COc1cccc(/C=N/NC(=O)CO/N=C(\C)c2cccs2)c1OC	-5	10*	4	-15[20 µM]	-2	3	-1.3	-6	0.6
CN(C)c1nc(C(=O)O)nc(N2CCOCC2)n1	-7	-1	-3	-8	-2	-3	0.23	2	0.2
O=C(Cc1cccs1)NCCSc1c(-c2ccc(Cl)cc2)[nH]c2ccccc12	2	13*	17	-22	10	-14	-0.2	18	0.2
CC(=O)c1cccc(NC(=O)COC(=O)c2ccc3c(c2)OCCO3)c1	1	4	-5	11	3	-10	-1.1	1	1.3
CCCc1ccc(-c2cc(C(=O)N/N=C/c3ccc([N+](=O)[O-])o3)c3ccccc3n2)cc1	4	7	-8	-12[20 µM]	0	-17	-0.051	-14	-0.8

# Record cards (already shown):
# `CCN(C(=O)CSc1nnc(-c2ccccc2)o1)c1c(N)n(Cc2ccccc2)c(=O)[nH]c1=O` is listed as thrombin 1536 = 3; Wee1 degr inh = -1; FXIa inh = 2; Furin inhibitor = -13; p97 inhibitor = 5; KLK5 inh = -10; KCC2 mod = 0.96; FXIIa inh 1536 = 20; PERK inhibitor = 2.4
# `Cc1ccccc1Cn1c(=O)n(CCC(=O)NCc2ccc3c(c2)OCO3)c(=O)c2ccccc21` is listed as thrombin 1536 = 0; Wee1 degr inh = -1; FXIa inh = 5; Furin inhibitor = -6[20 µM]; p97 inhibitor = 2; KLK5 inh = 0; KCC2 mod = -0.069; FXIIa inh 1536 = 6; PERK inhibitor = 0.1

# Later entries
compound	thrombin 1536	Wee1 degr inh	FXIa inh	Furin inhibitor	p97 inhibitor	KLK5 inh	KCC2 mod	FXIIa inh 1536	PERK inhibitor
CCCc1ccc(NS(=O)(=O)c2c(C)oc(C)c2C(=O)OC)cc1	-1	-2	0	-16	-1	1	-0.66	12	0.8
O=C(CN1C(=O)C2CCCCC2C1=O)OCn1nnc2ccccc2c1=O (stereo unspecified)	0	-4	1	-6	3	1	1.1	13	0.3
Cc1cccc(C)c1N=Cc1c(C(F)(F)F)[nH][nH]c1=O	-2	1	0	-24	2	2	0.88	9	-0.1
CC(C)Oc1ccccc1C1CC(=O)Nc2c1c(=O)n(C)c(=O)n2C (stereo unspecified)	-3	-1	1	0	-7	-6	x	6	-0.5
O=C(CSc1nccn1-c1ccc(F)cc1)NCc1ccc2c(c1)OCO2	-1	3	-2	-25	2	1	-3.5	2	0.6
Cc1ccc(Nc2nc(N)nc(CSCCO)n2)cc1	2	1	2	-5[20 µM]	3	4	x	14	0.5
COc1ccc(OC)c(-c2cc(C(=O)Nc3cc(C)on3)no2)c1	-5	4	-11	-12	4	4	x	-8	0.7
COc1cccc(CN(C)CC(=O)NC(=O)NCc2ccco2)c1	-2	-4	3	-20[20 µM]	1	-35	-1.2	-2	-0.6
Clc1cccc2sc(N3CCCC3)nc12	12	1	8	-20[20 µM]	-1	109*	-0.39	10	-0.2
CN(C)C(=O)COC(=O)c1cccnc1Nc1ccccc1F	-1	0	10	-2	-3	-6	0.0094	3	0.0
Cn1c(=O)oc2cc(S(=O)(=O)N3CCC(C(=O)NCc4cccs4)CC3)ccc21	-4	3	-2	-19	0	-4	x	9	0.6
CCC(c1nnnn1C1CCCC1)N1CCN(c2cccc(OC)c2)CC1 (stereo unspecified)	-1	-2	-3	-1	-7	4	0.12	4	-0.9
O=C(Cc1ccc(Cl)cc1)Nc1cccc(S(=O)(=O)Nc2ccccc2F)c1	1	-1	3	-17	5	-23	0.98	12	1.1
CCCOc1ccc(C(=O)NNC(=S)NC(C)=O)cc1	6	-3	-5	-1[20 µM]	-5	-145	3.6	5	-1.2

# From PubChem BioAssay

# Compounds as they come (roughly 4.4% active in at least one column).
